Compound activity from PubChem.
RGS4 block: human RGS4 inhibition. AID 463165. 310,000 compounds, 0.45% hits. B-score at 10 µM. P49798. HEK293 M3R/RGS4 inducible, Fluo-4 calcium flux; hits give high values; triggered by carbachol at its EC20;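 active = B-score, a plate-corrected calcium signal, over three deviations above library mean, with baseline fluorescence within five deviations of library mean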;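 also: RGS4 expression induced by doxycycline in cells with stable M3 receptor; B-score is computed from the integrated fluorescence ratio over baseline after carbachol; higher B-score means a larger calcium signal and so more RGS4 inhibition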
Target sequence (P49798 whole entry, looked up): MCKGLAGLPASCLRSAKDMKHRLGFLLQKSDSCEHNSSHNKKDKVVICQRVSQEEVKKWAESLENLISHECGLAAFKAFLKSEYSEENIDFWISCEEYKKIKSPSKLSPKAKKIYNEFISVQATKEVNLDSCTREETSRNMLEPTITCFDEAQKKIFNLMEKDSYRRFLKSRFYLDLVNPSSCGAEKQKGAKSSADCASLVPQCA
TRPC4 block: TRPC4 (mouse) channel inhibition; Q9QUQ5; HEK293 TRPC4beta/mu-opioid, DAMGO-evoked Fluo4 calcium flux; hits give low values; B-score at 10 µM; 300,000 compounds, 0.39% hits;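 active = B-score over 3 SD under the library average, no early fluorescence shift, positive overall ratio signal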
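Assay system: HEK293 cells with stable TRPC4beta plus mu-opioid receptor expression. Dosing: single dose. Measured by: Fluo4 Ca2+ flux fluorescence. Also added: DAMGO in two steps, submaximal then maximal. Read-out: B score from integrated Fluo4 fluorescence ratio.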
TRPC6 inhibitor: inhibitors of mouse TRPC6 channel; Q61143; HEK293-TRPC6, membrane potential dye, ACh-evoked depolarization; hits give low values; B-score at 10 µM; 310,000 compounds, 1.1% hits;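 active = B-score under library mean minus 3 SD, initial fluorescence not abnormally high, positive integrated signal ratio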;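 also: B-score derived from integrated fluorescence ratio over the kinetic read; more negative B-score means stronger inhibition of depolarization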
TRPC4 agonist: activators of mouse TRPC4 channel | HEK293 TRPC4beta/mu-opioid, Fluo4 calcium fluorescence; hits give high values | B-score at 10 µM | 310,000 compounds, 0.49% hits;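 active = B-score above 5 SD of library B-scores, and initial fluorescence ratio not above library mean plus 5 SD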;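 also: positive B-score marks a calcium rise read as TRPC4 activation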
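Assay system: HEK293 stable line with TRPC4beta plus mu-opioid receptor. Times: dye 45 min RT, read 110 s. Measured by: kinetic Fluo4 calcium fluorescence. Measure: B score of integrated ratio. Controls: assay buffer as low control, maximal DAMGO as high control.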
MrgX1 agonist: agonists of human MrgX1 receptor. MrgX1-HEK293 cells, Fluo-4 calcium fluorescence, agonist mode; hits give high values. B-score at 10 µM. 310,000 compounds, 0.44% hits;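 active = calcium response B-score plate-corrected fluorescence ratio at least 3 library SD, with starting fluorescence B-score inside 5 SD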
Target sequence (Q96LB2 whole entry, looked up): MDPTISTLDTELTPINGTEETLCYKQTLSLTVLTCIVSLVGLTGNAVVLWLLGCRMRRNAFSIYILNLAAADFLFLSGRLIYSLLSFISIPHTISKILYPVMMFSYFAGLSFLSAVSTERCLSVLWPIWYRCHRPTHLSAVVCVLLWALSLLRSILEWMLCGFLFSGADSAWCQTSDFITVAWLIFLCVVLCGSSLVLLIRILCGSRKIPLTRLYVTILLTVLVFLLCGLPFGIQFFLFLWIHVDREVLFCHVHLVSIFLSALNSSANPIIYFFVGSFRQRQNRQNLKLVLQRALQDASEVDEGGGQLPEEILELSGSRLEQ
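Material: HEK293 cells stably expressing human MrgX1 receptor | Quantity: 15,000 cells per well | Times: Cells plated overnight, dye loaded 0.5 h 37 °C, 0.5 h room temperature | Measured by: Kinetic Fluo-4 NW fluorescence of intracellular calcium | Control set: Positive and negative controls per plate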
TMEM16A act: activators or potentiators of mouse TMEM16A chloride channel; Q8BHY3; HEK293 TMEM16A/YFP-H148Q/I152L, iodide quench fluorescence; hits give low values; 340,000 compounds, 0.3% hits; B-score at 10 µM;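 active = fluorescence-ratio B-score plate-corrected deviation score at least 3 library SD below zero, with starting fluorescence score within 5 deviations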;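 also: channel opened by trigger with iodide after compound preincubation; score built on the fluorescence ratio of max minus min over baseline; more negative score means more quench and so TMEM16A activation or potentiation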
MrgX1 allo act: allosterically activates human MrgX1 receptor signaling; MrgX1-HEK293, Fluo-4 calcium flux, FDSS; hits give high values; B-score at 10 µM; 310,000 compounds, 0.63% hits;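 active = plate-corrected calcium response at least 3 library SD above typical, normal starting fluorescence, not activating the receptor alone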;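 also: compound read alongside a low EC10 to EC30 dose of BAM8-22 agonist; peak minus trough fluorescence over baseline measured at the second addition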
TRPC6 activator: activators of mouse TRPC6 channel; HEK293-TRPC6 membrane potential dye fluorescence; hits give high values; B-score at 10 µM; 310,000 compounds, 0.13% hits; AID 2550;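 active = B-score of the integrated fluorescence ratio above library mean plus 3 SD, and starting fluorescence ratio within library mean plus 5 SD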;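 also: higher score means more depolarization so channel activation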
TRPC4 PAM: allosterically enhances the mouse TRPC4 cation channel; Q9QUQ5; HEK293 TRPC4beta/mu-opioid, DAMGO EC20, Fluo-4 Ca2+ flux; hits give high values; B-score at 10 µM; 310,000 compounds, 0.42% hits; AID 2227;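 active = B-score of calcium response area above 5 SD of library B-scores, with initial fluorescence ratio within 5 SD of library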;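 also: B-score of integrated fluorescence ratio over time as area under calcium response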
MrgX1 antagonist: human MrgX1 receptor antagonism, primary screen. Q96LB2. AID 588676. B-score at 10 µM. 310,000 compounds, 1.3% hits. MRGX1-HEK293 calcium flux, Fluo-4, BAM8-22 antagonism; hits give low values;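 active = calcium-response B-score plate-corrected more than 3 library SD below zero, starting fluorescence within 5 deviations, no agonist response on first addition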;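 also: peak minus trough fluorescence over baseline after final BAM8-22 challenge near maximal dose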
ANO1 block: mouse TMEM16A channel inhibition, primary screen | HEK293 TMEM16A/YFP iodide influx fluorescence, ionomycin | 310,000 compounds, 1.2% hits | normalized B-score (activity score, 25-100; higher = stronger inhibition) at 10 µM;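 active = ratio plate-corrected score three or more library SD toward inhibition, starting fluorescence score within five deviations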;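 also: score derived from kinetic fluorescence span divided by baseline fluorescence per well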
Starred values were filed as active, the others as inactive; i = inactive; nt = no result given. Compounds as they come, and some 5.8% of all compounds hit somewhere here.

SMILES	RGS4 block	TRPC4 block	TRPC6 inhibitor	TRPC4 agonist	MrgX1 agonist	TMEM16A act	MrgX1 allo act	TRPC6 activator	TRPC4 PAM	MrgX1 antagonist	ANO1 block
COc1ccccc1N1C(=O)c2cccc3c(C(=O)O)ccc(c23)C1=O	i	i	i	i	i	i	i	i	i	i	i
O=C(CCN(CCO)Cc1ccccc1)Nc1ccc(Br)cc1	i	i	i	i	i	i	i	i	i	i	i
COCCCn1c(C)cc(C(=O)COC(=O)CCc2nc3ccccc3c(=O)[nH]2)c1C	i	i	i	i	i	nt	i	i	i	i	i
CCOc1ccccc1NC(=O)Cn1nnc(C(=O)Nc2ccccc2Cl)c1N	i	i	i	i	nt	i	nt	i	i	nt	nt
O=c1cc(CSc2nnc(NC3CCCCC3)s2)nc2sccn12	i	i	i	i	i	i	i	i	i	i	i
CCOc1ccc(C(=O)N2CCN(c3cccc(Cl)c3)CC2)cc1	i	i	i	i	i	i	i	i	i	i	i
CC(=O)Nc1c(O)nc(SC/C=C/CSc2nc(O)c(NC(C)=O)c(=O)[nH]2)[nH]c1=O	i	i	i	i	i	i	i	i	i	i	i
CC(=O)c1cccc(NC(=O)CN2C(=O)COc3ccc(S(=O)(=O)N4CCOCC4)cc32)c1	i	i	i	i	i	i	i	i	i	i	i
COc1cccc(-n2c(=O)n(Cc3ccccc3)c(=O)c3[nH]cnc32)c1C	i	i	i	i	i	i	i	i	i	i	i
Nc1cc(C(=O)OCC(=O)N2CCCC2)ccc1Cl	i	i	i	i	i	i	i	i	i	i	i
CS(=O)(=O)c1ccc(C(=O)NC2CCOC2=O)cc1 (stereo not given)	i	i	i	i	i	i	i	i	i	i	i
CC(=O)N=C1C=CC(=CN(O)C(C)(C)Cc2ccccc2)C=C1	i	i	i	i	i	i	i	i	i	i	i
COc1ccc(NS(=O)(=O)c2cc(NC(=O)CNC(=O)c3ccc(C)s3)ccc2Cl)cc1	i	i	i	i	i	i	i	i	i	i	i
COc1ccc(S(=O)(=O)Nc2cc(C)ccn2)cc1	i	i	i	i	i	i	i	i	i	i	i
CN(C)c1ccc(C=Nc2ccc(N(C)C)cc2)cc1	i	i	i	i	i	i	i	i	i	i	i
COC(=O)C1=C(C)N=C2SC(C#N)=C(N)N2C1c1cc(OC)c(OC)c(OC)c1 (stereo not given)	i	i	i	i	i	i	i	i	i	i	i
CC(=O)c1c(C)[nH]c(C(=O)NCCc2cccc(C)c2)c1C	i	i	i	i	i	nt	i	i	i	i	i
COc1cccc(NC(=O)N2CCC(n3nnc4ccccc43)CC2)c1	i	i	i	i	i	i	i	i	i	i	i
CCCCCOCC1CC(C/C(C)=N/Nc2nc(-c3ccccc3)cs2)C(=O)O1 (stereo not given)	i	i	i	i	i	i	i	i	i	i	i
CC(=O)N1CCN(C(=O)CC2OC(=O)c3ccccc32)CC1 (stereo not given)	i	i	i	i	i	i	i	i	i	i	i
CC(C)c1ccccc1OCCCCN1CCCCC1	i	i	i	i	i	i	i	i	i	i	i
COc1ccc(S(=O)(=O)NCc2cccnc2)c2ccccc12	i	i	i	i	i	i	i	i	i	i	i
O=C1CCCN1CCCNC(=S)Nc1ccc(F)c(Cl)c1	i	i	i	i	i	i	i	i	i	-4.94*	i
CC(=O)C1=C(O)C(=O)N(c2cccnc2)C1c1cccc([N+](=O)[O-])c1 (stereo not given)	i	i	i	i	i	i	i	i	i	i	i
CC(=O)Nc1nc(-c2ccc(Cl)cc2)nc(C)c1C(C)=O	i	i	i	i	i	i	i	i	i	i	i
CN(CC1CCCN(CCc2cccc(C(F)(F)F)c2)C1)C(=O)c1ccc2nc[nH]c2c1 (stereo not given)	i	i	i	i	i	i	i	i	i	i	i
O=C1C(Cc2cccc([N+](=O)[O-])c2)SC(=Nc2ccccc2)N1c1ccccc1 (stereo not given)	i	i	i	i	i	i	i	i	i	i	i
CCOC(=O)N1CCC(NC(=O)c2cc3sccc3n2CC)CC1	i	i	i	i	i	i	i	i	i	i	i
O=C(c1ccc2c(=O)n(Cc3ccccc3Cl)c(=S)[nH]c2c1)N1CCCC1	i	i	i	i	i	i	i	i	i	i	i
Cc1ccccc1OCC(=O)Nc1ccc2[nH]ncc2c1	i	i	i	i	i	i	i	i	i	i	i

Overlap with the part before: two entries, followed by the next part.
SMILES	RGS4 block	TRPC4 block	TRPC6 inhibitor	TRPC4 agonist	MrgX1 agonist	TMEM16A act	MrgX1 allo act	TRPC6 activator	TRPC4 PAM	MrgX1 antagonist	ANO1 block
O=C(c1ccc2c(=O)n(Cc3ccccc3Cl)c(=S)[nH]c2c1)N1CCCC1	i	i	i	i	i	i	i	i	i	i	i
Cc1ccccc1OCC(=O)Nc1ccc2[nH]ncc2c1	i	i	i	i	i	i	i	i	i	i	i
COc1ccccc1OCC(=O)n1cc(C(=O)c2cc(Cl)cc(Cl)c2O)cn1	i	i	i	i	i	i	i	i	i	i	i
Cc1ccccc1NC1=C(Cl)C(=O)OC1OC(=O)c1ccccc1C (stereo not given)	i	i	i	i	i	i	i	i	i	i	i
Cc1cc(C(=O)N2CCN(S(=O)(=O)c3ccccc3F)CC2)c(C)o1	i	i	i	i	i	i	i	i	i	i	i
COc1ccccc1-c1cc(C(F)(F)F)nc(N2CCCCC2)n1	i	i	i	i	i	i	i	i	i	i	i
CCc1ccc(OCC(=O)Nc2ccc(N3CCN(S(C)(=O)=O)CC3)cc2)cc1	i	i	i	i	i	i	i	i	i	i	i
COc1cccc(C(=O)CC(C#N)c2ccc(F)cc2)c1 (stereo not given)	i	i	i	i	i	i	i	i	i	i	i
CCOc1ccc(NC(=O)CSc2nccn2C)cc1	i	i	i	i	i	i	i	i	i	i	i
COC(=O)COc1ccc(C)cc1-n1nc2ccccc2n1	i	i	i	i	i	i	i	i	i	i	i
COCCCC1CCN(C(=O)C2CCC(=O)N(Cc3cccc(F)c3)C2)CC1 (stereo not given)	i	i	i	i	i	i	i	i	i	i	i
Cc1ccc(C(=O)OCC(=O)NCc2cccs2)c(C)c1	i	i	i	i	i	i	i	i	i	i	i
CCOC(=O)c1cccc(NC(=O)CN(c2ccc(OC)cc2)S(=O)(=O)c2c(C)noc2C)c1	i	i	i	i	i	i	i	i	i	i	i
Cc1cc(C)c(NC(=O)c2ccc(S(=O)(=O)N3CCOCC3)cc2)c(C)c1	i	i	i	i	i	i	i	i	i	i	i
COc1ccccc1CNC(=O)COC(=O)c1c(C)nn(-c2ccccc2)c1Cl	17.8*	i	i	i	i	i	i	i	i	i	i
Cc1cc(C)cc(NC(=O)COC(=O)COc2cccc3c2OC(C)(C)C3)c1	i	i	i	i	i	i	i	i	i	i	i
Cc1nc2ccccc2n1CC(O)c1ccccc1 (stereo not given)	i	i	i	i	i	i	i	i	i	i	i
NS(=O)(=O)c1ccc(N=Nc2ccc(=O)[nH]c2O)cc1	i	i	i	i	i	i	i	i	i	i	i
CC(=O)n1nc(-c2ccc(C)cc2)nc1NCc1ccc(F)cc1	i	i	i	i	nt	i	nt	i	i	nt	nt
CC1CCc2c(C(=O)Nc3nccs3)csc2C1 (stereo not given)	i	i	i	i	i	i	i	i	i	i	i
Cc1ccc(C)c(NC(=O)CSc2nnc(-c3ccccc3C)o2)c1	i	i	i	i	i	i	i	i	i	i	i
CC(C)NC(=O)NC(=O)COC(=O)c1cccc(S(=O)(=O)N2CCCCC2)c1	i	i	i	i	i	i	i	i	i	i	i
CCC1(CC)NC(=O)N(CC(=O)OCC(=O)Nc2ncc(Cl)cc2Cl)C1=O	i	i	i	i	i	i	i	i	i	i	i
CCC1CCCCN1CCCNC(=O)Cn1cnc2sc(C)c(S(=O)(=O)N3CCC(C)CC3)c2c1=O (stereo not given)	i	i	i	i	i	i	i	i	i	i	i
OCCC1CN(Cc2cccn2-c2nccs2)CCN1CCc1ccccc1 (stereo not given)	i	i	i	i	i	i	i	i	i	i	i
COc1cccc2c1OC1(C)CC2NC(=O)N1Cc1ccccc1 (stereo not given)	i	i	i	i	i	i	i	i	i	i	i
CCNC(=O)COc1cccc2ccccc12	i	i	i	i	i	i	i	i	i	i	i
C=CCn1c(CSc2ccccc2[N+](=O)[O-])n[nH]c1=S	i	i	i	i	i	i	i	i	i	i	i
Cc1ccc(S(=O)(=O)N(CC(=O)N/N=C/c2cccc3c2OCCO3)c2ccccc2F)cc1	i	i	i	i	i	i	i	i	i	i	i
COc1ccc([C@H](C)NC[C@H](O)c2ccc(O)c(NC=O)c2)cc1	i	i	i	i	i	i	i	i	i	i	i
Cc1ccc(N2C(=O)[C@@H]3C(C(=O)C(c4ccccc4)c4ccccc4)=NN[C@@H]3C2=O)cc1	7.19*	i	i	i	i	i	i	i	i	i	i
CC(C)C[C@H](NC(=O)c1[nH]cnc1C(=O)N[C@@H](C)c1ccccc1)C(=O)OC(C)(C)C	i	i	i	i	i	i	i	i	i	i	i
COc1ccc(-c2cc(C(=O)Nc3cccc(S(=O)(=O)NCc4ccco4)c3)c3ccccc3n2)cc1OC	i	i	i	i	i	i	i	i	i	i	i
CCCn1cc(CN2CCC(Oc3ccc(C(=O)N4CCCC4)cc3)CC2)c(C)n1	i	i	i	i	i	i	i	i	i	i	i
O=C(O)CCSCCC(=O)O	i	i	i	i	i	i	i	i	i	i	i
C/C(N)=C(/C#N)C(=O)CSc1nnc(COc2cc(C)ccc2C)o1	i	i	i	i	i	i	i	i	i	i	i
COc1ccccc1N1CCN(C(=O)c2ccc(CSc3ccccc3)cc2)CC1	i	i	i	i	i	i	i	i	i	i	i
CCC(C)NS(=O)(=O)c1ccc(OCC(=O)Nc2ccc(F)cc2F)cc1 (stereo not given)	i	i	i	i	i	i	i	i	i	i	i
Cc1ccc(NC(=O)CC(NCCN2CCOCC2)C(=O)O)cc1Cl (stereo not given)	i	i	i	i	i	i	i	i	i	i	i
CC1CC(C(F)F)n2nc(C(=O)O)cc2N1 (stereo not given)	i	i	i	i	i	i	i	i	i	i	i
O=C(Nc1ccc(F)cc1)c1cc2c(s1)CCCC2	i	i	i	i	i	i	i	i	i	i	i
